Screening results from PubChem BioAssay.
RBX1-CUL1 inh: human ROC1-CUL1 E3 ligase inhibition; P62877+Q13616; in vitro K48 di-Ub FRET, acceptor:donor ratio, 45 min; inhibition, % at 10 µM; hit rate 0.6% among 140,000; AID 1347404; in the data active = inhibition above about 25%
Target sequence (P62877 whole entry, looked up): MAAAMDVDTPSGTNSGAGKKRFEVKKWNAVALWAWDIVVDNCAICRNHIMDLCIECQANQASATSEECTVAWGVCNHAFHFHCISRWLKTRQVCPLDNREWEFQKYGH
Target sequence (Q13616 whole entry, looked up): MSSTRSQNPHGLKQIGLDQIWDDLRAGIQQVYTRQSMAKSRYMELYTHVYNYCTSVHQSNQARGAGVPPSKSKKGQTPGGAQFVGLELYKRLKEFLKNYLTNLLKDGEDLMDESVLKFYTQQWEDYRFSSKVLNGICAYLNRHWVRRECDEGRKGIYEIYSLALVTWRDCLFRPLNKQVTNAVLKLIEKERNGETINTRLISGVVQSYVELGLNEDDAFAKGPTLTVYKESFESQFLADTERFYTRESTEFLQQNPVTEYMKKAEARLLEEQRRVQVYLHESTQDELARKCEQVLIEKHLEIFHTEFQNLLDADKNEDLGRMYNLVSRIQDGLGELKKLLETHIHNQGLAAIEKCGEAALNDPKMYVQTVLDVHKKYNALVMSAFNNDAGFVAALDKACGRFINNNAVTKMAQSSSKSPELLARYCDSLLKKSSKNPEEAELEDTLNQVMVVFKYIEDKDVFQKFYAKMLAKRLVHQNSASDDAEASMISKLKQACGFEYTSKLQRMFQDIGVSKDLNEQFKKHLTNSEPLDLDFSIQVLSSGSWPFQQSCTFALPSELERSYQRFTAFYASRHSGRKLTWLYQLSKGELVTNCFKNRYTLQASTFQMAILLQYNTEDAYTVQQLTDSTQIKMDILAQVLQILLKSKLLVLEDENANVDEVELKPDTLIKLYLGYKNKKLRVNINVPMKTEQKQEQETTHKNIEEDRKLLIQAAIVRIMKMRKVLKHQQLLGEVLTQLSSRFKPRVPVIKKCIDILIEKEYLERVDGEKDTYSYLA
An asterisk follows results filed as active. Not all compounds are listed; count on the stated rates, not on these rows.

Preview, 21 compounds:
SMILES | RBX1-CUL1 inh
COc1ccccc1CCSc1nc2ccccc2c(=O)[nH]1 | -11
Cc1cc(CC2=NC(=O)N(Cc3ccccc3)C2=O)c(C)n1-c1ccc2ccccc2c1 | 13
CC(=O)Nc1ccc(S(C)=O)cc1 (stereo unspecified) | 5
CCOC(=O)c1c(NC(=O)c2cc3nc(-c4ccc(OC)cc4)cc(C(F)(F)F)n3n2)sc2c1CCCCC2 | 6
Cc1[nH][nH]c(=O)c1C1(C(C#N)C#N)C2CC3CC(C2)CC1C3 (stereo unspecified) | 8
COCCCN1CCN(C2Cc3cc(Cl)ccc3Sc3ccccc32)CC1 (stereo unspecified) | 2
CC(=O)NC(N)=Nc1nc(=O)c2ccccc2s1 | -7
CCOC(=O)c1c(C)nc(C)c(C(=O)OCC)c1-c1cccc(NC(=O)C#Cc2ccccc2)c1 | -2
COc1ccc(NC(=O)CCn2nc(-c3ccccc3OC)c3c(C)cc(C)nc32)cc1 | 3
O=C(c1ccco1)N1CCCC(Cn2cc(-c3ccccn3)nn2)C1 (stereo unspecified) | -2
O=C1N=C(c2ccccc2)N(c2ccccc2)C(=O)C1C(=O)c1ccccc1Br (stereo unspecified) | -11
Cc1ccc(NC(=O)CSc2ncnc3sc4c(c23)CCCC4)cc1Cl | 7
O=S(=O)(Oc1ccc(S(=O)(=O)c2ccc(Cl)cc2)cc1)c1ccccc1 | -1
c1ccc(Cc2nn3c(Cn4cnc5ccccc54)nnc3s2)cc1 | 0
Cc1ccc2c(c1)c1c(c(=O)n(Cc3ccccc3)c(=O)n1Cc1cccc(C(F)(F)F)c1)n2C | -4
CCc1ccc(NC(=O)CSc2ncc(S(=O)(=O)c3cc(C)ccc3C)c(=O)[nH]2)cc1 | -4
CC1=C(C(=O)Nc2ccccc2)C(c2ccc(Cl)cc2)n2c(s/c(=C\c3ccco3)c2=O)=N1 (stereo unspecified) | 7
CC(=O)c1cccc(NC(=O)COc2ccc(C)cc2)c1 | 2
CC(C)S(=O)(=O)n1c(N)nc2ccc(Br)cc21 | 8
Cc1ccccc1NC(=O)CSc1ccc(-c2cccs2)nn1 | -16
COc1ccc(NC(=O)CN2C(=O)c3cccnc3Sc3ccccc32)cc1OC | -5

The list itself, previewed entries included:
SMILES | RBX1-CUL1 inh
COc1ccccc1CCSc1nc2ccccc2c(=O)[nH]1 | -11
Cc1cc(CC2=NC(=O)N(Cc3ccccc3)C2=O)c(C)n1-c1ccc2ccccc2c1 | 13
CC(=O)Nc1ccc(S(C)=O)cc1 (stereo unspecified) | 5
CCOC(=O)c1c(NC(=O)c2cc3nc(-c4ccc(OC)cc4)cc(C(F)(F)F)n3n2)sc2c1CCCCC2 | 6
Cc1[nH][nH]c(=O)c1C1(C(C#N)C#N)C2CC3CC(C2)CC1C3 (stereo unspecified) | 8
COCCCN1CCN(C2Cc3cc(Cl)ccc3Sc3ccccc32)CC1 (stereo unspecified) | 2
CC(=O)NC(N)=Nc1nc(=O)c2ccccc2s1 | -7
CCOC(=O)c1c(C)nc(C)c(C(=O)OCC)c1-c1cccc(NC(=O)C#Cc2ccccc2)c1 | -2
COc1ccc(NC(=O)CCn2nc(-c3ccccc3OC)c3c(C)cc(C)nc32)cc1 | 3
O=C(c1ccco1)N1CCCC(Cn2cc(-c3ccccn3)nn2)C1 (stereo unspecified) | -2
O=C1N=C(c2ccccc2)N(c2ccccc2)C(=O)C1C(=O)c1ccccc1Br (stereo unspecified) | -11
Cc1ccc(NC(=O)CSc2ncnc3sc4c(c23)CCCC4)cc1Cl | 7
O=S(=O)(Oc1ccc(S(=O)(=O)c2ccc(Cl)cc2)cc1)c1ccccc1 | -1
c1ccc(Cc2nn3c(Cn4cnc5ccccc54)nnc3s2)cc1 | 0
Cc1ccc2c(c1)c1c(c(=O)n(Cc3ccccc3)c(=O)n1Cc1cccc(C(F)(F)F)c1)n2C | -4
CCc1ccc(NC(=O)CSc2ncc(S(=O)(=O)c3cc(C)ccc3C)c(=O)[nH]2)cc1 | -4
CC1=C(C(=O)Nc2ccccc2)C(c2ccc(Cl)cc2)n2c(s/c(=C\c3ccco3)c2=O)=N1 (stereo unspecified) | 7
CC(=O)c1cccc(NC(=O)COc2ccc(C)cc2)c1 | 2
CC(C)S(=O)(=O)n1c(N)nc2ccc(Br)cc21 | 8
Cc1ccccc1NC(=O)CSc1ccc(-c2cccs2)nn1 | -16
COc1ccc(NC(=O)CN2C(=O)c3cccnc3Sc3ccccc32)cc1OC | -5
CNC(=O)Nc1ncc(Br)s1 | 5
CC1CCc2c(sc(NC(=O)CCC(=O)O)c2C(=O)Nc2ccc(Cl)cc2)C1 (stereo unspecified) | 13
Cc1cc(C)cc(OCC(=O)Nc2ccc(-c3nc4ccccc4o3)cc2)c1 | 8
Cc1ccc(CNCc2ccc(C(=O)O)cc2)cc1 | -1
Cc1nc(SCC(=O)Nc2ccccc2F)[nH]c(=O)c1Cc1ccccc1 | -1
CSc1ccc(S(=O)(=O)N(CC(=O)NCCSC(C)(C)C)c2ccc(C)cc2)cc1 | -6
Cc1ccccc1CNCC1CCNCC1 | -8
COC(=O)c1cc(NC(=O)c2ccccc2F)ccc1O | 6
Cc1ccc(CCC(=O)Nc2ccc3c(c2)CN(Cc2ccoc2)CC3)cc1 | 8

Filtered by structure, the compounds so far with a CF3 group.
SMILES | RBX1-CUL1 inh
CCOC(=O)c1c(NC(=O)c2cc3nc(-c4ccc(OC)cc4)cc(C(F)(F)F)n3n2)sc2c1CCCCC2 | 6
Cc1ccc2c(c1)c1c(c(=O)n(Cc3ccccc3)c(=O)n1Cc1cccc(C(F)(F)F)c1)n2C | -4

The results go on:
SMILES | RBX1-CUL1 inh
CCCCNC(=O)C1CCCN(C2CCN(Cc3ccccc3)CC2)C1 (stereo unspecified) | -2
CSc1nnc(Cc2ccccc2)n1-c1ccc(C)cc1 | -5
C=CCSC(=Nc1ccccc1)C(C(=O)c1ccc(Cl)cc1)n1cncn1 (stereo unspecified) | 5
Cc1cc(C)cc(C(=O)N2CC(=O)Nc3ccc(C)cc3C2c2ccccc2)c1 (stereo unspecified) | -5
O=C(Cc1ccccc1)NC1CC(=O)N(c2ccccc2)C1 (stereo unspecified) | -9
O=C(Nc1ccc(Oc2nnc(-c3ccc(F)cc3)c3ccccc23)cc1)c1cccs1 | 4
COCCCN1C(=O)CC(CC(=O)N2CCC(Cc3ccccc3)CC2)(c2ccccc2OC)C1=O (stereo unspecified) | -8
COc1ccc(-n2nc(C(=O)Nc3ccc(Cl)cn3)c3c4ccccc4n(C)c3c2=O)cc1Cl | 1
COC(=O)c1ccc(C(=O)OC)c(NC(=O)c2c(-c3ccccc3)c(-c3ccccc3)nn(C)c2=O)c1 | 10
CCCN(C)[C@@H]1c2ccccc2C2(CCN(c3ccc(C#N)cn3)CC2)[C@H]1O | 9
C=CCN1C(=O)C(C(c2ccncc2)C2C(=O)NC(=S)N(CC=C)C2=O)C(=O)NC1=S (stereo unspecified) | 3
CCCCSc1nnc2c(n1)OC(c1cc(Cl)cc(OC)c1OC(C)=O)N(C(C)=O)c1ccccc1-2 (stereo unspecified) | -12
COc1ccc(N2CCN(C(=O)c3cc4c(s3)-c3ccccc3OC4)CC2)cc1 | 6
CCN(CC)S(=O)(=O)c1ccc2c(c1)c(=O)c(C(=O)N1CCN(c3cccc(C)c3)C(C)C1)cn2C (stereo unspecified) | -5
COc1ccc(Nc2nc(N)nc(CN3CCCCC3)n2)cc1 | 4
COc1cc(Cl)cc(Cl)c1C1C2=C(CCCC2=O)OC(=N)C1C#N (stereo unspecified) | -12
CC(=O)Nc1ccc(S(=O)(=O)Oc2ccc(Br)cc2Br)cc1 | 4
CCOc1ccc(CN2CCCC(CO)(Cc3ccccc3F)C2)cc1 (stereo unspecified) | -2
Cc1nc(C2CCN(C(=O)CCSc3nnnn3C)CC2)cc(=O)[nH]1 | -8
COC(=O)C1=C(c2ccccc2)c2ccccc2S(=O)(=O)N1CC(=O)Nc1ccc(F)c(F)c1 | 2
COc1ccc(CCNC(=O)C2CN(S(=O)(=O)c3ccccc3)CCN2S(=O)(=O)c2ccccc2)cc1 (stereo unspecified) | 2
Cc1cn2c(=O)c(S(=O)(=O)NCCc3ccc(Cl)cc3)c(C)nc2s1 | -3
COc1cc(OC)cc(C(=O)Nc2ccc(S(=O)(=O)Nc3cc(C)nc(C)n3)cc2)c1 | -4
CCOC(=O)c1nn(-c2ccc(C)cc2)cc1C(=O)c1cccc2ccccc12 | -3
Cc1ccccc1Cn1nnc2sc3c(c2c1=O)CCCC3 | -4
COc1ccc(-c2nc(CS(=O)(=O)CC(=O)NCc3ccccc3Br)c(C)o2)cc1 | 1
CN(Cc1cnc(S(C)(=O)=O)n1Cc1ccccc1F)C1CCOC1 (stereo unspecified) | -5
O=C(COc1ccc2ccccc2c1Br)N/N=C1\CCCc2ccccc21 | 1
CCC(C)C(=O)Nc1cccc(C)c1 (stereo unspecified) | 2
Cc1ncoc1C(=O)N1CCCC(N2CCN(c3ccccc3F)CC2)C1 (stereo unspecified) | 1
Cc1cc(C)cc(NC(=O)C2CCCN(c3nnc(C)c4c(C)n(-c5ccccc5)nc34)C2)c1 (stereo unspecified) | -4
Cn1c(=O)oc2cc(S(=O)(=O)N3CCC(C(=O)NCc4ccccc4Cl)CC3)ccc21 | -6
Cc1ncc(CN2CCC3(CCCN(Cc4ccc(F)cc4)C3)C2)cn1 (stereo unspecified) | -4
Cc1ccc(-c2[nH]nc3c2C2(C(=O)N(CCc4ccccc4)c4ccccc42)C(C#N)C(=N)O3)cc1 (stereo unspecified) | -7
CC(C)OC(=O)c1ccc(NC(=O)CSc2nc(-c3cccs3)cc(C(F)(F)F)n2)cc1 | -2
CCc1ccc(NC(=O)C2=CC3C(=O)CC(C)(C)CC3=NC2=O)cc1 (stereo unspecified) | -9
CCN1CC(CN(C)Cc2nc(-c3ccccc3)no2)CC1=O (stereo unspecified) | -7
Cc1[nH]c2c(Cl)cccc2c(=O)c1CN1CCN(C)CC1 | 2
Fc1ccc2c(c1)C1=Nc3ccccc3SC(c3ccccc3)C1CO2 (stereo unspecified) | -5
CC(C)(C)OC(=O)N1CCC(c2c(C(=O)N3CCN(c4ccccc4F)CC3)cnn2C(C)(C)C)CC1 | 2
CCn1cc(S(=O)(=O)c2cccc(Cl)c2)c(=O)c2cc(F)c(N3CCN(c4ccccc4)CC3)cc21 | -2
CC(Oc1ccc(F)cc1)C(=O)N1CCC(c2nc3ccccc3s2)CC1 (stereo unspecified) | 3
COCCNC(=O)c1ccc(OC2CCN(CC(O)CO)CC2)c(Cl)c1 (stereo unspecified) | 5
CCC(C(=O)OCc1cc(=O)n2nc(CCOC)sc2n1)c1ccccc1 (stereo unspecified) | -8
Brc1ccc2[nH]c3c(c2c1)CCCC3NCc1ccccc1 (stereo unspecified) | -2
CCOC(=O)c1c(C)[nH]c(C)c1S(=O)(=O)N1CCCC(C(=O)NCc2cccc(OC)c2)C1 (stereo unspecified) | -5
Cc1cc(F)ccc1NC(=O)CCS(=O)(=O)c1ccc2c(c1)NC(=O)CO2 | 5
CC(C)(CO)NC(=O)c1sc2ccccc2c1Cl | 2
C[n+]1c(Cc2ccccc2C(=O)[O-])[nH]c(=O)c2ccccc21 | -1
CCOc1ccc2nc(NC(=O)CSc3nc(-c4ccc(OC)cc4)ccc3C#N)sc2c1 | 2

Next section
SMILES | RBX1-CUL1 inh
CCOC(=O)C1(CCOC)CCCN(C/C=C/c2ccc(O)c(OC)c2)C1 (stereo unspecified) | -9
CN1C2=Nc3ccccc3N(C)C2=Nc2ccccc21 | -7
COc1cc2c(=O)n(Cc3ccccc3Cl)c(=O)n(CC(=O)Nc3ccc(C)c(C)c3)c2cc1OC | -2
Cc1ccc(NC(=O)Cn2c(=O)n(CCCCC(=O)NCCc3ccc(Cl)cc3)c(=O)c3ccccc32)cc1 | -9
CCCCN(CC)C(=O)CCNS(=O)(=O)c1ccc2c(c1)c(=O)n(C)c(=O)n2C | -15
Cc1oc2ncn(C)c(=O)c2c1C(=O)NCCCN1CCCCC1C (stereo unspecified) | 3
CCOC(=O)/C(C#N)=C/c1cc(OCC)ccc1OCC | 7
CC(=O)c1c(C)nc2nc(-c3ccc(C)cc3)nn2c1C | 0
Cc1noc(C)c1S(=O)(=O)N(CC(=O)NCCc1ccccc1)c1ccc(C(C)C)cc1 | 9
COc1cc(/C=C2\SC(=N)NC2=O)cc(I)c1OCc1ccc(Cl)cc1Cl | -1
N#Cc1ccc(NN2C(=O)c3ccccc3C2=O)c([N+](=O)[O-])c1 | -3
Cn1c(=O)c2c(nc(SCc3nc(N)nc(N4CCCCC4)n3)n2Cc2ccc(C(C)(C)C)cc2)n(C)c1=O | -4
OC1CCCN(c2ncccc2CNCc2cccn2-c2cccnc2)C1 (stereo unspecified) | -1
Cc1cc(C)cc(-n2c(SCC(=O)N3CCCCC3)nc3c([nH]c4ccccc43)c2=O)c1 | 3
COc1ccc(C(=O)CC=Nc2ccc(Cl)cc2Cl)cc1OC | 2
Fc1cccc(C2(CN3CCN(Cc4ccncc4)CC3)CCOC2)c1 (stereo unspecified) | 22
COc1c(C)cc(S(=O)(=O)NCCc2c(C)[nH]c3ccccc23)c(C)c1C | -3
CCc1ccc(C(=O)CC2(O)C(=O)N(Cc3cccc4ccccc34)c3ccc(Cl)cc32)cc1 (stereo unspecified) | -3
O=C(c1ccc2c(Cl)c3c(nc2c1)CCCC3)N1CCN(c2cccc(Cl)c2)CC1 | 0
COc1ccc(C2CC(=O)n3c(nc4ccccc43)S2)cc1OC (stereo unspecified) | 5
O=C(CCC(=O)NNC(=O)c1ccc(Br)o1)NCc1ccccc1 | 5
O=C(OCc1ccc(S(=O)(=O)Cc2ccccc2)cc1)c1ccc(Cl)cc1 | 9
CCOc1ccc(-n2ccnc2SCC(=O)Nc2cccc3ccccc23)cc1 | -7
COc1ccccc1-c1cc(-c2ccc(C)cc2)nc2sc(C(=O)Nc3ccc(F)cc3)c(N)c12 | -1
CC(O)CNCc1ccc(-c2ccc(Cl)cc2)o1 (stereo unspecified) | 0
N#Cc1c(NC(=O)CSc2nnc(Cc3ccccc3)n2-c2ccccc2)sc2c1CCCC2 | 6
CCOC(=O)C1=CSC2(S1)C(C(=O)OCC)=CSC1=C2c2cc(C)ccc2N(C(=O)CC)C1(C)C (stereo unspecified) | 1
COc1ccc(OCCn2c(=N)n(CCOc3ccccc3)c3ccccc32)cc1 | 7
CCC(CC)C(=O)NCCNC(=O)C(CC)CC | -2
Cc1ccc(NC(=O)NCCOCCn2c(=O)oc3ccccc32)cc1C | 14
O=C(CCC1(Cc2ccc3ccccc3c2)CCC(=O)N1)NCCc1ccc(C(F)(F)F)cc1 (stereo unspecified) | 10
